Bioassay records deposited in PubChem by Icahn School of Medicine at Mount Sinai.
ROC1-CUL1 inh = human ROC1-CUL1 E3 ligase inhibition. P62877+Q13616. in vitro K48 di-Ub FRET, acceptor:donor ratio, 45 min. inhibition, % at 10 µM. AID 1347404. actives 0.6% (n = 140,000); in the data active means inhibition above about 25%
Target sequence (P62877 whole entry, looked up): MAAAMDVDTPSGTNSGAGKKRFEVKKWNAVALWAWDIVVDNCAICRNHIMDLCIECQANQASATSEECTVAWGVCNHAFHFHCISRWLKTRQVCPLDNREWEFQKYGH
Target sequence (Q13616 whole entry, looked up): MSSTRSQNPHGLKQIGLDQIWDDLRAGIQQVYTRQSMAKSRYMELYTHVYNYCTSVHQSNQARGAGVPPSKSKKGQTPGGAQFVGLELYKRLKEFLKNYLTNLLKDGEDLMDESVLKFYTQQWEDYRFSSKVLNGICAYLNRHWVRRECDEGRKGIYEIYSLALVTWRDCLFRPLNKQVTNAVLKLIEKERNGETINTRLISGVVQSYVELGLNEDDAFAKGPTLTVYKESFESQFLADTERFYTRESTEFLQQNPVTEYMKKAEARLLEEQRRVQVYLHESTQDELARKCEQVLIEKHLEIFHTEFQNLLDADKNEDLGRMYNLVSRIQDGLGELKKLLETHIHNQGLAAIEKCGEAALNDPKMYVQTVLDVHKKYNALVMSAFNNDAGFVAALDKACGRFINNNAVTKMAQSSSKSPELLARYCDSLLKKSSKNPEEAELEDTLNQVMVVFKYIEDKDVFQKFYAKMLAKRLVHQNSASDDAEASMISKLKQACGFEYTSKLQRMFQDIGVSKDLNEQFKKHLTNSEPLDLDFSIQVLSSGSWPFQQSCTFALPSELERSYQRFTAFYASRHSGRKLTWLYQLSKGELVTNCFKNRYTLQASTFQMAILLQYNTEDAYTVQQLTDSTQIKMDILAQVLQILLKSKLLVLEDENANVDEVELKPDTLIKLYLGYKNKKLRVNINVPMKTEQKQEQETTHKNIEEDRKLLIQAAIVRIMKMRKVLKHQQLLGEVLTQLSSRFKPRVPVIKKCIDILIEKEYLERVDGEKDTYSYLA
* hit, by the source's call. This is a subset (hit frequency here may not be typical).

Molecule,ROC1-CUL1 inh
Cc1cc(C)nc(SCc2nnc(SCC(=O)Nc3ccc(F)cc3)n2-c2ccccc2)n1,-3.4
COc1cccc(/C=C2\SC(=S)N(c3cccc(Br)c3)C2=O)c1,2.2
COc1ccc(C)cc1N1CC(C(=O)NC(C)(C)C)CC1=O (stereo unspecified),2.8
CCCCNc1nc(C)nc2c1oc1ccccc12,-4.3
CCOc1cc(/C=C2/C(=O)N(c3cccc(C(=O)O)c3)N=C2C)ccc1OCC(=O)Nc1ccccc1,35.8*
Cc1cc(Cl)ccc1NC(=O)c1ccccc1F,5.9
COc1ccccc1OCCCSc1nc(-c2ccc(C(C)(C)C)cc2)nc2cc(=O)[nH]n12,-3.8
Cc1cc(C)n2nc(SCC(=O)N/N=C/c3cccnc3)nc2n1,-11.7
Cc1ccc(NC(=O)/C=C/c2c(F)cccc2Cl)cc1C,1.6
Fc1ccccc1C1Oc2ccccc2C2CC(c3cccs3)=NN21 (stereo unspecified),-0.4
Oc1c(C(c2ccccn2)N2CCN(c3ccccc3F)CC2)ccc2cccnc12 (stereo unspecified),7.6
CC(C)c1ccc(/C=N\NC(=O)c2cccc(Cn3cccn3)c2)cc1,2.5
CCc1cccc(C)c1Nc1c(-c2cccs2)nc2nc(C)cc(C)n12,7.8
COc1ccc(-c2nn3c(-c4cnn(-c5ccccc5)c4C)nnc3s2)cc1,1.1
Cc1nc2c(C(=O)N(C)Cc3ccccc3)c[nH]n2c(=O)c1Cc1ccc(Cl)cc1,0.9
CCOC(=O)C1(CC2CC2)CCN(Cc2cn(CC(N)=O)c3ccccc23)CC1,8.2
COc1cccc(OCc2cc(C(=O)N3CCCCC3CO)n[nH]2)c1 (stereo unspecified),1.0
COc1ccc(C2C(C)C(N3CCC(C(=O)Nc4cc(C)ccc4C)CC3)NS2(=O)=O)cc1 (stereo unspecified),-7.8
CC(C)(CN1CCN(C(c2ccccc2)c2ccccc2)CC1)NS(=O)(=O)c1ccc(Cl)cc1,3.0
O=C1OC(c2ccccc2)=COC1C(=O)c1ccccc1 (stereo unspecified),-5.9
Cc1nn(-c2ccccc2)c(-n2cccc2)c1C(=O)N1CCN(c2ccccc2)CC1,1.4
CCOc1ccccc1NS(=O)(=O)c1ccc2c(c1)CC(C)N2C(=O)C1CC1 (stereo unspecified),-5.5
CCCNC(=O)CCc1c(C)nc2nc(-c3cc(OC)cc(OC)c3)nn2c1C,6.1
O=C(c1cnn2ccccc12)N1CCC(c2cc(=O)[nH]cn2)CC1,9.4
CCN1C(=O)C(C=N/N=C/c2ccc(O)c(OC)c2)c2cc(C3=NNC(=O)CC3)ccc21 (stereo unspecified),-7.9
Cc1cccc2c1-c1sc(C(=O)NCc3ccccc3Cl)cc1CO2,5.3
CC1(C)Cc2nc(N3CCOCC3)ncc2C(NC(=O)CCc2ccco2)C1 (stereo unspecified),1.3
Cc1cc(Cl)ccc1NC(=O)CSc1nc2c(c(=O)[nH]1)CCC2,-3.8
Cc1ccnc(NC(c2ccccc2F)c2ccc3cccnc3c2O)c1 (stereo unspecified),-3.9
CCC1CN(CCNC(=O)Cc2ccc(F)c(F)c2)Cc2cc(OC)ccc2O1 (stereo unspecified),-6.8
CSc1nc(Oc2ccc(C)c(C)c2)cc(-n2ncc(C(N)=O)c2N)n1,0.5
c1ccc(CCCc2noc(-c3ccc(N4CCCO4)nc3)n2)cc1,-0.2
CCC(=O)N1CCN(c2nc3c(c(=O)n(C)c(=O)n3C)n2Cc2ccccc2)CC1,-0.8
CC(=O)c1ccc(NS(=O)(=O)c2ccc(Br)s2)cc1,4.2
CN(CCO)c1nc(-c2ccc(Br)cc2)nnc1-c1ccccc1,11.5
CCc1[nH]nc2c1C(c1ccc(OC(C)C)cc1)C(C#N)C(=N)O2 (stereo unspecified),1.5

Filtered by structure, the entries above containing a furan ring, fused or not (2)
Molecule,ROC1-CUL1 inh
CCCCNc1nc(C)nc2c1oc1ccccc12,-4.3
CC1(C)Cc2nc(N3CCOCC3)ncc2C(NC(=O)CCc2ccco2)C1 (stereo unspecified),1.3

(listing goes on)
Molecule,ROC1-CUL1 inh
Cc1cc(C)n(C(=O)c2c(Cl)c(C)nn2C)n1,-18.1
Cc1cccc(Cn2nnc(C(=O)Nc3cc(C)ccc3C)c2N)c1,-4.8
N#Cc1ccccc1CCN1C(=O)c2ccccc2C1=O,-5.0
COc1ccc(C(=O)C(C)OC(=O)COc2ccccc2)cc1 (stereo unspecified),8.9
CCCN1CNC(=S)N(c2ccc(C(=O)OCC)cc2)C1,3.1
CCOC(=O)C1(C)CC(=Nc2cccc(C(=O)O)c2)C(=O)N1c1ccccc1 (stereo unspecified),3.0
Cc1ccc2c(c1)C(=O)CC(CSc1nnc(NC(=O)c3ccccc3C)s1)=N2,-1.7
Cc1[nH]nc2c1C(c1ccoc1)C(C#N)C(=N)O2 (stereo unspecified),-12.8
Cc1occc1C(=O)Nc1nc2ccc([N+](=O)[O-])cc2s1,9.1
CCOC(=O)c1cccc(NC(=O)CN2C(=O)CC(C)(C)Sc3ccccc32)c1,6.2
CCOC(=O)C(NC(=O)c1cccc(F)c1)(Nc1ccc(F)cc1F)C(F)(F)F (stereo unspecified),4.1
CC(C)(C)c1ccc(S(=O)(=O)NCC(=O)Nc2ccc(-c3nc4ccccc4s3)cc2)cc1,12.0
CC(=O)Nc1ccc(-c2csc(NNC(=O)c3ccc(Cl)cc3)n2)cc1,0.9
O=C(CN1C(=O)C2CCCCC2C1=O)N1CCN(C(c2ccccc2)c2ccccc2)CC1 (stereo unspecified),-0.4
OCc1cccc[n+]1Cc1ccccc1,-6.5
CC(=O)N1CCN(c2nc3c(c(=O)n(C)c(=O)n3C)n2Cc2ccccc2)CC1,-12.3
CCCCSc1nnc2c(n1)OC(c1c(O)ccc3ccccc13)Nc1ccccc1-2 (stereo unspecified),-3.1
CC(C)(C)C1CCc2c(sc3nc(=S)[nH]c(N)c23)C1 (stereo unspecified),12.9
COc1ccc(CNC(=O)CSc2ncc3c(n2)-c2cc(Cl)ccc2N(Cc2ccccc2)S3(=O)=O)cc1,2.5
CCCCNC(=O)C1CCN(C(=O)N2CC(C)Oc3ccc(Cl)cc32)CC1 (stereo unspecified),-5.1
COc1ccccc1Cn1cc(C(=O)c2ccccc2)c(=O)c2cc(OC)c(OC)cc21,-1.3
CCc1[nH]nc(-c2nc(-c3c(C)ncc4c3CCN(C(C)=O)C4)no2)c1C,-8.3
Cn1c(SCC(=O)Nc2ccccc2)nc2sc3c(c2c1=O)CCCC3,-4.0
Oc1cccc(-c2nc3ncccn3c2Nc2cccc(C(F)(F)F)c2)c1,-6.8

Compounds listed so far that have a tert-butyl group, in the order listed:
Molecule,ROC1-CUL1 inh
COc1ccc(C)cc1N1CC(C(=O)NC(C)(C)C)CC1=O (stereo unspecified),2.8
COc1ccccc1OCCCSc1nc(-c2ccc(C(C)(C)C)cc2)nc2cc(=O)[nH]n12,-3.8
CC(C)(C)c1ccc(S(=O)(=O)NCC(=O)Nc2ccc(-c3nc4ccccc4s3)cc2)cc1,12.0
CC(C)(C)C1CCc2c(sc3nc(=S)[nH]c(N)c23)C1 (stereo unspecified),12.9

Continued.
Molecule,ROC1-CUL1 inh
COc1ccc(S(=O)(=O)NCCc2sc(C)nc2C)cc1F,4.7
O=C(CSc1nnc(-c2ccc(Cl)cc2)o1)c1ccc([N+](=O)[O-])cc1,4.9
COc1ccc(OC)c(S(=O)(=O)NCCc2sc(-c3ccc(C)cc3)nc2C)c1,2.2
CN(C)c1ncccc1CNC(=O)CCCc1cccs1,5.8
CC(C)Oc1ccc(-c2cc(C(F)(F)F)n3nc(-c4ccccc4)cc3n2)cc1,-6.2
Cc1ccc(N2CCN(c3nc4ccccc4n4nnnc34)CC2)c(C)c1,-3.3
COC(=O)C1=C(C)OC(=N)C(C#N)C1c1cc(OC)ccc1OC (stereo unspecified),1.1
O=C(c1coc(CN2CCc3ccccc3C2)n1)N1CCSCC1,0.7
CC(C)(C)c1ccc(C2CC2C(=O)N/N=C\c2cc3ccccc3nc2Cl)cc1 (stereo unspecified),-7.0
Cc1nc2ccccc2n1CC(=O)NCCN1CCOCC1,7.6
COc1ccccc1NC(=O)c1sc2nc(-c3cc4ccccc4oc3=O)[nH]c(=O)c2c1C,-9.5
Nc1nc(SCC(=O)Nc2nsc(-c3ccc(Cl)cc3)n2)n[nH]1,-0.7
COc1ccccc1/C=C/[C@@H]1C[C@H]2CN(Cc3cccnc3)C(=O)[C@]23CCCN13,10.2
CCOC(=O)N1c2ccccc2C(C)(c2ccccc2)CC1(C)C (stereo unspecified),-2.5
COC(C(=O)N1CCc2c(cnc(C)c2CNC(=O)c2ccccc2SC)C1)c1ccccc1 (stereo unspecified),0.8
CCC(Sc1nc2nccnc2c(=O)n1Cc1ccc(OC)cc1)C(=O)NC1CCCCC1 (stereo unspecified),2.1
COc1cccc(-c2nc(CS(=O)(=O)CC(=O)NCc3ccc(C)cc3)c(C)o2)c1,0.8
CCS/C(N)=N\N=C\c1c(F)cccc1Cl,0.8
CCN1CCC(NC(=O)c2cccc3ccccc23)CC1,4.1
C(=C\c1nn2c(Cc3ccccc3)nnc2s1)/c1ccccc1,7.2
CCC(Nc1nc2nonc2nc1NCc1ccccc1)c1ccncc1 (stereo unspecified),10.1
CCn1c(C)cn2c3c(=O)n(C)c(=O)n(C)c3nc12,5.7
Cc1ccc(-c2cc(CC#N)n(-c3ccc(Cl)cc3)n2)cc1,-6.3
c1ccc(C(c2cccs2)c2c[nH]c3ccccc23)cc1 (stereo unspecified),4.4

Continued.
| mol | ROC1-CUL1 inh |
| --- | --- |
| CN(C)c1ccc(C2C3C(=O)N(Cc4ccccc4)C(=O)C3ON2c2ccccc2)cc1 (stereo unspecified) | -0.5 |
| COc1ccc(NC(=O)CCS(=O)(=O)c2nc(-c3cccs3)cc(C(F)(F)F)n2)cc1 | -1.4 |
| Cc1ccc(NC(=O)Cn2c(=O)n(-c3ccc(CC(=O)NCC4CCCO4)cc3)c(=O)c3ccccc32)cc1 (stereo unspecified) | -2.1 |
| CN(C)CCNc1oc(-c2ccc(COc3ccc(Cl)cc3)o2)nc1C#N | -8.8 |
| O=C1CC(c2ccccc2)Sc2ccccc2N1Cc1ccccc1F (stereo unspecified) | 6.2 |
| COc1ccccc1CCNS(=O)(=O)c1ccc(N2CCCCS2(=O)=O)cc1 | 0.3 |
| CC1CC(=O)Nc2ccccc2N1C(=O)CN1CCN(C(=O)c2ccccc2)CC1 (stereo unspecified) | -9.3 |
| COc1ccc(C(C#N)(CCC#N)CCC#N)cc1 | -17.3 |
| COc1ccc(Cn2ccc3nc(C)c(C(=O)N4CCN(c5ccccc5F)CC4)cc3c2=O)cc1 | -6.8 |
| CCn1c(=O)c2cc(C(=O)N(CCCOC(C)C)Cc3ccco3)sc2c2ccccc21 | 6.9 |
| CCC(=O)Oc1cccc2ccc(/C=C/c3cc4c(cc3Br)OCO4)nc12 | 8.4 |
| CN(C(=O)c1ccc2c(c1N)C(=O)c1ccccc1C2=O)c1ccccc1 | 11.2 |
| CC(=O)c1cccc(Nc2nc(-c3ccccc3Cl)nc3ccccc23)c1 | -4.7 |
| O=C(N/N=C/c1ccc2ccccc2c1)c1cccc(Cl)c1 | -4.1 |
| Cc1ccc(-c2cnnc(NCC(c3cccnc3)N3CCOCC3)n2)o1 (stereo unspecified) | 8.9 |
| C(#Cc1ccccc1)CN1CCCCCC1 | 2.6 |
| COc1ccc(N2CCN(C(=O)c3c(C)oc4nc(C)nc(N5CCCC5)c34)CC2)cc1 | 5.7 |
| CN(Cc1nccs1)c1nc2nonc2nc1N1CCCCC1 | -5.9 |
| COC(=O)c1c(-c2ccc(Cl)cc2Cl)csc1NC(=O)c1cccs1 | -7.4 |
| CCCc1cc(C(=O)NCC2Cc3cc(-c4ccnc(SC)n4)cc(Cl)c3O2)n(C)n1 (stereo unspecified) | 8.8 |
| COc1ccc2c(c1)SCCC2=O | -2.5 |
| COc1ccc(-c2cc(-c3ccccc3)c3c(N)c(C(=O)c4ccccc4Cl)sc3n2)cc1 | 0.3 |
| O=C(NCC1(c2ccccc2)CCOCC1)C1CC(Cc2cccc(Cl)c2)=NO1 (stereo unspecified) | -4.9 |
| CCOc1cc(C)c(C(C)C)cc1S(=O)(=O)N1CCCC1 | 1.7 |
| O=C(COc1ccc(Cl)cc1Cl)NC(O)C(Cl)(Cl)Cl (stereo unspecified) | -8.3 |
| COc1ccc(N2C(=O)C(CC(=O)Nc3ccc(F)cc3)N(Cc3ccc4c(c3)OCO4)C2=O)cc1 (stereo unspecified) | -6.5 |
| CNS(=O)(=O)c1ccc(NC(=O)C23CC4CC(C2)CC(n2cnc(Br)n2)(C4)C3)cc1 | -8.2 |
| Cc1ccc(C(=O)Nc2ccc(-c3ccc(NC(=O)c4ccc(C)o4)c(C)c3)cc2C)o1 | 13.2 |
| CCOC1C(=O)NC(=O)N1Cc1ccccc1 (stereo unspecified) | -1.3 |
| CCOC(=O)c1ccccc1NC(=O)C(C)Oc1ccccc1 (stereo unspecified) | 2.5 |
| CO[C@@H]1O[C@@H]2COC(c3ccccc3)O[C@H]2[C@H](OC(=O)c2ccccc2)[C@H]1OC(=O)c1ccccc1 (stereo partly specified) | -7.6 |
| Cc1ccc(CNC(=O)CCC2CCCN(C(=O)c3cnsn3)C2)o1 (stereo unspecified) | -8.6 |
| Cc1[nH]nc2c1C(c1ccccc1)CC(c1ccccc1)=C2 (stereo unspecified) | -0.2 |
| CCOC(=S)SCC(=O)N1CCn2c3c(c4cc(C5CCCCC5)ccc42)CCCC31 (stereo unspecified) | 12.8 |
| COc1ccc(CNC(=O)c2ccc3c(c2)N(C)C(=O)C2CCCCN32)cc1OC (stereo unspecified) | -9.5 |
| COc1ccc(OCCSc2nc3ccccc3c(=O)[nH]2)cc1 | -0.8 |
| COC(=O)c1ccc(N2C(=O)CC(NCCN3CCOCC3)C2=O)cc1 (stereo unspecified) | 1.4 |
| CCOC(=O)C1(Cc2ccc(OC)cc2)CCN(C(=O)c2cncs2)CC1 | 7.3 |

An excerpt of these results, with the structure last:
ROC1-CUL1 inh	molecule
6.2	CCOC(=O)c1cccc(NC(=O)CN2C(=O)CC(C)(C)Sc3ccccc32)c1
-8.2	CNS(=O)(=O)c1ccc(NC(=O)C23CC4CC(C2)CC(n2cnc(Br)n2)(C4)C3)cc1

Given with values ahead of the structure: part of the list above
ROC1-CUL1 inh	SMILES
11.2	CN(C(=O)c1ccc2c(c1N)C(=O)c1ccccc1C2=O)c1ccccc1
-4.7	CC(=O)c1cccc(Nc2nc(-c3ccccc3Cl)nc3ccccc23)c1
